PglD DTNB = inhibitors of Campylobacter jejuni PglD acetyltransferase; inhibition, % at 12.5 µM; AID 602405; actives 0.098% (n = 360,000); purified PglD enzyme, DTNB colorimetric CoA detection; in the data active = inhibition above about 16%, passing the limit was not always enough; also: strong numbers were not always called active
GSIS activator = primary screen for activators of insulin secretion dependent on glucose, INS-1E cells, GLuc reporter luminescence | actives 0.61% (n = 370,000) | INS-1E GLuc reporter insulin secretion, 2-3 h | activation, % at 16.6 µM;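 active = lowest replicate activation of at least 40%, so every replicate reaches that level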;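 also: 0% = median of neutral control wells and 100% = median of IBMX positive control wells; some compounds called inactive have numbers as strong as hits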
FN deposit inh = fibronectin deposition inhibition; actives 0.086% (n = 350,000); AH1F fibroblasts, Alexa488-fibronectin deposition fluorescence, overnight; inhibition, % at 12.6 µM;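 active = mean inhibition across replicates of 30% or more, regardless of how many single replicates reach that level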;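 also: positive control wells lacked labelled fibronectin entirely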
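test system = AH1F fibroblasts assembling fluorescent fibronectin matrix | quantity = 10000 AH1F cells per well | buffer or medium = DMEM plus 2% serum, read in PBS | doses = single dose, pinned | incubation = 1 h cell attachment, overnight exposure to compound and label | detection = fluorescence at 485 nm excitation, 525 nm emission | read-out basis = inhibition from reduced deposited-fibronectin fluorescence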
Statin myotox sup = suppressors of simvastatin-induced myotoxicity in C2C12 myotubes. ATP luminescence, 48 h; scaled: DMSO 0, geranylgeraniol control 100. actives 0.78% (n = 330,000). rescue of ATP level, % at 7.49 µM;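 active = mean ATP rescue above about 67%, or every replicate alone reaching that limit, limit read from the data, passing the limit was not always enough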;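 also: myotubes were challenged with 10 µM simvastatin during compound exposure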
PGC1a acetyl inh = PGC1a acetylation modulation, inhibitor mode. U2OS PGC1a acetylation, AlphaScreen anti-acetyl-lysine; with virally co-expressed GCN5 acetyltransferase. inhibition, % at 15.6 µM. actives 0.17% (n = 350,000);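 active = every replicate shows inhibition of at least 40%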;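 also: 0% = neutral control wells and 100% = positive control wells; some results beyond the cut were filed as inactive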
F508del corr = correctors of CFTR F508del function in bronchial epithelial cells. actives 0.36% (n = 350,000). AID 720511. activity (quench increase), % at 7.58 µM. CFBE cells, YFP halide quenching; stimulated with forskolin plus potentiator P3; % fluorescence drop versus neutral controls;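 active = mean added fluorescence quench of at least 8% versus neutral control, with both replicates also reaching 8%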;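 also: cells transiently co-express mutant CFTR-F508del with the halide-sensitive YFP; corrector assay measuring rescue of mutant channel to the surface after 24 h compound exposure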
Cneo AK release = causes C. neoformans cell lysis. adenylate kinase release luminescence, 4 h; normalised: neutral wells 0, clomiphene wells 100. lysis activity, % at 15 µM. actives 0.2% (n = 360,000);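 active = mean lysis activity across replicates of at least 80%, whatever share of replicates individually reach that level; inactive = mean lysis activity below 80%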
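Material: C. neoformans cells; Schedule: 4 h static compound exposure, 37 °C, read 1 h post-reagent; Measured by: adenylate kinase release luminescence; Read-out: signal increase indicating cell lysis; Controls: Clomiphene as positive lysis control.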
miR122 inh = blocks miR-122 activity in Huh7 sensor cells | Huh7 miR-122 Renilla luciferase sensor, 48 h; neutral wells = 0, positive control = 100 | activation (reporter increase), % at 12.5 µM | actives 0.3% (n = 340,000) | AID 602342;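 active = mean replicate activation score at least 90 and every replicate individually at or above 90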;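 also: higher luciferase means less miR-122 activity so hits act as miR-122 inhibitors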
Numbers without * were called inactive; · = no result given; & = joins results of further samples; [ ] = another dose, or the depositor's remark.

The opening 4 records (preview)
SMILES	PglD DTNB	GSIS activator	FN deposit inh	Statin myotox sup	PGC1a acetyl inh	F508del corr	Cneo AK release	miR122 inh
O=C(NCCN1CCOCC1)c1cc2cc(Br)ccc2oc1=O	1	18	3	-11	-16	·	-3	-2
CCOC(=O)c1ccc(N2CSC3=C(C#N)C(c4cccs4)CC(=O)N3C2)cc1 (stereo not drawn)	5	-20	-2	-2	3	-3.3	1	-1
COCc1cn(CC[C@H]2CC[C@H](NC(=O)CCN3CCCCC3)[C@H](CO)O2)nn1	3	-4	-9	-7	0	1.7	0	·
Cc1sc(NC(=O)/C=C/c2ccco2)c(C(=O)O)c1C	3	3	-20	-5	8	0.1	-1	26

All compounds of this part (from the top)
SMILES	PglD DTNB	GSIS activator	FN deposit inh	Statin myotox sup	PGC1a acetyl inh	F508del corr	Cneo AK release	miR122 inh
O=C(NCCN1CCOCC1)c1cc2cc(Br)ccc2oc1=O	1	18	3	-11	-16	·	-3	-2
CCOC(=O)c1ccc(N2CSC3=C(C#N)C(c4cccs4)CC(=O)N3C2)cc1 (stereo not drawn)	5	-20	-2	-2	3	-3.3	1	-1
COCc1cn(CC[C@H]2CC[C@H](NC(=O)CCN3CCCCC3)[C@H](CO)O2)nn1	3	-4	-9	-7	0	1.7	0	·
Cc1sc(NC(=O)/C=C/c2ccco2)c(C(=O)O)c1C	3	3	-20	-5	8	0.1	-1	26
COc1ccc(S(=O)(=O)N2CCN(C(=O)CC3CC4CCC3C4)CC2)cc1 (stereo not drawn)	-3	9	-2	-12	1	-4.1	-2	-2
COc1ccc(C(=O)C(=NN)c2ccccc2)cc1	0	·	-7	0	0	1.4	0	-3
C/C(O)=C(/C#N)c1nc2ccccc2[nH]1	-7	5	·	40	-2	·	3	-6
C[C@@H]1CN([C@H](C)CO)C(=O)c2c(c3ccccc3n2C)-c2ccccc2CO[C@H]1CN(C)Cc1ccc(-c2ccccc2)cc1	·	-7&-25	6&-8	0	9	-1.2	·	-2
COc1ccc(-n2c(SCC(=O)Nc3cc(C)on3)nc3c([nH]c4ccccc43)c2=O)cc1OC	1	-13	1	·	-5	0.9	0	-8
COC(=O)c1nn(-c2ccccc2)c(-c2ccccc2)c1C(=O)c1ccccc1	4	·	·	-1	-18	·	0	-4
Cc1ccc2ncccc2c1NC(=S)NC(=O)c1ccccc1	·	9	3	·	11	-1.0	·	14
O=C(Nc1cccc(-c2nc3ccccc3[nH]2)c1)c1cccc(NC(=O)c2ccco2)c1	1	·	·	-83	-16	·	0	0
CC(C)(C)c1cc(NC(=O)Nc2ccc(Br)cc2Cl)no1	·	-9	2	·	-14	-0.3	·	·
COc1ccc(NC(=O)N(C)C[C@@H]2Oc3ccc(NC(=O)Cc4cn(C)c5ccccc45)cc3C(=O)N([C@@H](C)CO)C[C@H]2C)cc1	-2	2	·	·	6	0.5	-2	0[16.7 µM]
O=C(NCC1CCCO1)c1ccccc1NS(=O)(=O)c1ccc(Br)s1 (stereo not drawn)	-3	-11	0	-6	-3	-3.8	-1	4
C=C(C)C1CC=C(C)/C(=N/NC(=O)COc2ccccc2C)C1 (stereo not drawn)	1	-14	-2	-1	-1	·	-5	-5
O=S(=O)(NCCN1CCCC1)c1cccc2cccnc12	5	4	-2	-13	-5	0.1	-5	-1
CCOC(=O)N1CCC(NC(=O)c2oc3c(c2C)-c2[nH]ncc2CC3)CC1	-5	·	-10	-1	·	·	0	-3
O=C(c1ccc(=O)[nH]c1)N(Cc1ccco1)C1(C(=O)NC2CCCC2)CCCCC1	-3	·	·	-1	-2	·	-1	89
COc1ccccc1-n1cc(-c2ccc(C)cc2)[nH]c1=S	·	-14	6	-33	·	2.6	·	·
CN(C)C(=O)C[C@H]1CC[C@@H]2[C@H](COc3ccc(NC(=O)Nc4cccc(Cl)c4)cc3C(=O)N2C)O1	0	-5	5	1	-4	3.5	55	-4[16.7 µM]
COc1ccc(C2Oc3ccccc3C3=C2C(c2cccs2)n2ncnc2N3)cc1 (stereo not drawn)	-1	·	-16	-2	9	·	0	19
Cc1ccc(S(=O)(=O)Nc2nc3cc(C)c(C)cc3[nH]2)cc1	·	7	0	·	-6	0.9	·	6
CCOc1ccc(-c2cc(C(=O)NCc3cc(C(F)(F)F)cc(C(F)(F)F)c3)[nH]n2)c(C)c1	-2	·	-6	-4	-4	0.6	-2	0
CCOc1ccc(NC(=S)NC(C)CCc2ccccc2)cc1 (stereo not drawn)	·	-33	-6	·	-5	0.6	·	·
Later entries.
SMILES	PglD DTNB	GSIS activator	FN deposit inh	Statin myotox sup	PGC1a acetyl inh	F508del corr	Cneo AK release	miR122 inh
C[C@@H]1CN([C@@H](C)CO)C(=O)c2cc(C#Cc3cccc(F)c3)cnc2O[C@@H]1CN(C)C(=O)c1ccccc1F	-1	-15	-1	-1	14	0.3	-9	-2[16.7 µM]
CCN(CC)S(=O)(=O)c1ccc2c(c1)nc(SCc1nc3ccsc3c(=O)[nH]1)n2CC	2	·	-1	·	·	·	12	-5
C(=N\N1CCN(Cc2cccc3ccccc23)CC1)/c1ccco1	1	·	·	19	12	·	-2	-4
CN(C)Cc1cn(CC[C@H]2CC[C@H](NS(=O)(=O)c3ccc(-c4ccccc4)cc3)[C@@H](CO)O2)nn1	10	3	4	6	-5	3.5	2	-18[16.7 µM]
CO[C@H]1CN(C)C(=O)c2ccc(NC(=O)c3cccc(F)c3)cc2OC[C@H](C)N(C(C)=O)C[C@@H]1C	-1	4	·	-1	-11	0.1	0	22[16.7 µM]
CCN(CC)c1ccc(NC2CC(=O)N(CCc3ccc(OC)cc3)C2=O)cc1 (stereo not drawn)	0	1	3	-15	7	-3.4	-4	-14
COc1ccc(CNC(=O)c2nn(C)c3c2CS(=O)(=O)c2ccccc2-3)cc1	-5	16	0	-20	·	-1.9	-32	·
Cc1c(C=N)c(O)n(C)c(=O)c1C#N	-1	0	8	4	-14	-1.8	-13	5
C[C@H](CO)N1C[C@H](C)[C@H](CN(C)CC2CC2)Oc2cc(-c3cccc(C#N)c3)ccc2S1(=O)=O	-6	11	·	3	1	0.8	0	-4[16.7 µM]
C[C@@H]1CCCCO[C@@H](CN(C)Cc2ccccc2)[C@H](C)CN([C@@H](C)CO)C(=O)c2cc(NS(=O)(=O)c3cccs3)ccc2O1	2	-12	-5	·	-5	1.3	1	-10[16.7 µM]
Cc1cc(O)cc2c1C1CCC3(C)C(O)CCC3C1C=C2 (stereo not drawn)	·	6	·	-4	3	-1.2	·	4
CCOC(=O)CC(=O)CSc1nc2c(c(-c3cccs3)c1C#N)CCC2	6	-7	-13	2	1	·	-1	16
Cc1ccc(S(=O)(=O)N(C)C[C@@H]2Oc3cc(C4=CCCC4)ccc3S(=O)(=O)N([C@@H](C)CO)C[C@@H]2C)cc1	1	3	·	-24	-20	-0.5	-1	-6[16.7 µM]
COc1ccc(-c2cc(C(=O)Nc3ccc(S(=O)(=O)Nc4onc(C)c4C)cc3)c3ccccc3n2)cc1	3	-14	-11	-38	3	1.6	-23	-7
COCC(=O)Nc1ccc2c(c1)OC[C@H](C)N(C(=O)Cc1ccccn1)C[C@H](C)[C@H](OC)CN(C)C2=O	-1	-11	-7	10	-4	1.3	-2	0[16.7 µM]
C[C@H](CO)N1C[C@H](C)[C@H](CN(C)C(=O)Cc2ccccc2)Oc2cc(C#Cc3ccccc3F)ccc2S1(=O)=O	-3	-36	·	33	-13	4.1	2	0[16.7 µM]
COCC#Cc1ccc2c(c1)O[C@@H](CN(C)C(=O)c1ccccc1)[C@H](C)CN([C@H](C)CO)S2(=O)=O	1	16	·	-7	-4	-0.2	0	5[16.7 µM]
Cn1c(=O)n(C)c2cc(/C=N/NC(N)=S)ccc21	3	2	-7	-12	2	-1.4	0	1
Cc1c(NC(=O)C(C)OC(=O)CCOc2ccccc2)c(=O)n(-c2ccccc2)n1C (stereo not drawn)	1	3	1	-13	-42	-2.1	0	·
CCn1c(SCC(N)=O)nnc1-c1ccc(OC)c(OC)c1	-3	-6	·	12	-1	·	-1	·
COc1ccccc1CN1C[C@@H]2C[C@@H](c3[nH]c4ccc(C)cc4c3C)N3CCC[C@@]23C1=O	1	·	-14	35	3	4.3	-1	6
Cc1cc(OCC(=O)Nc2cc(C(C)(C)C)on2)ccc1[N+](=O)[O-]	0	1	-5	·	-8	-4.7	2	·
CCC(=O)c1cc(-c2nc3ccccc3n2C)n(C)c1	-2	·	1	-24	-1	·	2	-2
O=C(CN1CCC(NC(=O)Nc2ccccc2)CC1)Nc1cccc([N+](=O)[O-])c1	1	-14	12	-1	·	-2.9	0	-5
O=C(NCc1ccc2c(c1)OCO2)c1nc(S(=O)(=O)Cc2ccccc2)ncc1Cl	4	19	3	-15	-74	0.0	-2	-4
Later entries:
SMILES	PglD DTNB	GSIS activator	FN deposit inh	Statin myotox sup	PGC1a acetyl inh	F508del corr	Cneo AK release	miR122 inh
O=C(CN1CCN(c2ccccc2)CC1)NCc1ccc(F)cc1	-1	9	2	0	-15	5.2	-1	3
C[C@H](CO)N1C[C@H](C)[C@@H](CN(C)Cc2ccc(-c3ccccc3)cc2)Oc2ccc(NS(=O)(=O)c3cccs3)cc2CC1=O	-3	-16	5	9	-3	-4.2	0	-6[16.7 µM]
CCCOc1ccc(F)cc1-c1cc(C(=O)Nc2ccc(C(C)C)cc2)[nH]n1	11	0	-7	-16	-26	-4.3	-1	1
COc1ccc(NC(=O)C2CCCN(S(=O)(=O)c3ccccc3)C2)c(OC)c1 (stereo not drawn)	2	-9	-12	·	·	1.1	-1	·
C[C@@H](NC(=O)C[C@H]1CC[C@@H]2[C@H](COC[C@@H](O)CN2C)O1)c1ccccc1	-4	1	-15	-8	3	1.8	5	0[16.7 µM]
C[C@@H]1CN([C@H](C)CO)C(=O)Cc2cc(NS(=O)(=O)c3ccc(F)cc3)ccc2O[C@H]1CN(C)C(=O)Nc1ccc(F)cc1	1	-4	·	-21	2	3.7	-2	5[16.7 µM]
C[C@@H]1CCCCO[C@H](CN(C)C(=O)CCCN(C)C)[C@H](C)CN([C@H](C)CO)C(=O)c2cc(NC(=O)CCC(F)(F)F)ccc2O1	-2	29	·	-9	30	0.4	45	-2[16.7 µM]
CCN(C(=O)COC(=O)c1cccnc1Nc1ccccc1F)C1CCS(=O)(=O)C1 (stereo not drawn)	-10	5	-13	0	-6	·	0	-6
O=S(=O)(Cc1ccccc1)N1[C@H](CO)[C@@H](c2ccccc2)C12CN(CCC(F)(F)F)C2	·	6	-5	·	-15	-1.6	·	·
COc1ccccc1-c1ccc([C@H]2[C@H](CO)N3CCCCN(S(=O)(=O)c4cn(C)cn4)C[C@@H]23)cc1	-4	5	·	2	9	1.6	1	0[16.7 µM]
COC(=O)c1c(-c2c(Cl)cccc2Cl)noc1NC(=O)NN1CCCCC1	2	-9	-9	-2	·	-1.1	2	8
COc1cc(/C=C/C(=O)O)ccc1OS(=O)(=O)c1cc(C)ccc1C	2	21	-13	3	8	-1.0	2	-5
Cc1cc(NC2C3CC4CC(C3)CC2C4)n2ncnc2n1 (stereo not drawn)	-3	5	·	7	5	-1.9	0	-1
CCCNC(=O)N1C[C@@H](C)[C@@H](OC)CN(C)C(=O)c2ccc(NC(=O)CCC)cc2OC[C@@H]1C	-1	16	-3	-10	-8	-0.4	-1	·
Cc1cccc(NC(=O)COC(=O)c2ccc3c(=O)n4c(nc3c2)CCC4)c1	3	-8	14	-9	-9	·	4	-1

Bioassay records: PubChem, Broad Institute
